SR-BI uptake up: activators of SR-BI mediated HDL lipid uptake; CHO ldlA[mSR-BI] cells, DiI-HDL uptake fluorescence, 3 h; 100 = double the neutral-control signal; activation, % at 12.5 µM; 320,000 compounds, 0.096% hits;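 active = mean replicate activation of at least 60% and every replicate at or above 60%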;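 also: 0% = median plate neutral-control signal and 100% = twice that signal; values of inactives mirror those of a sister screen read the other way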
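Test system: SR-BI-overexpressing, LDLR-lacking CHO cells; Also added: labelled HDL, 10 µg/mL; Measured by: bottom-read cell fluorescence after medium removal, ex 550/em 595 nm; Timing: 3 h uptake period with compound, 37 °C; Buffer or medium: F12, 0.5% BSA, 25 mM HEPES; Doses: single compound concentration, delivered by pin transfer.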
LANA DNA inh: KSHV C-LANA DNA binding inhibition; MBP-C-LANA/FAM-LBS DNA binding, fluorescence polarization; inhibition, % at 9 µM; 340,000 compounds, 0.078% hits; AID 504423;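 active = highest replicate inhibition at or above 60% at 9 µM, even if other replicates fall short; inactive = all replicates below 60% inhibition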;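 also: 0% = neutral control wells and 100% = 4 µM acridine orange control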
CAL PDZ FP-1: inhibitors of human CAL PDZ peptide binding; Q9HD26; purified CAL PDZ, TMR-peptide fluorescence polarization, 1 h; inhibition, % at 20 µM; 330,000 compounds, 0.02% hits; AID 504414;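 active = highest replicate inhibition of at least 40%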;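 also: plate controls were DMSO neutral control wells for no effect and unlabeled competitor peptide control wells for full effect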
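Material: tagged CAL PDZ domain; buffer or medium: 25 mM sodium phosphate pH 7.4, 150 mM NaCl, TCEP, IgG, Thesit; compound dosing: single point, 20 µM; schedule: 1 h incubation at room temperature before polarization reading; measured by: FP readout, S and P plane fluorescence; read-out basis: percent inhibition from loss of millipolarization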
PKA-R2B act: activates the human PKA-R2B holoenzyme complex. PKA-R2B holoenzyme dissociation, Cy5-IP20 fluorescence polarization; R2B truncated from residue 108, S112A mutant; 0% DMSO only, 100% 113 µM cGMP. activation, % at 11.4 µM. 340,000 compounds, 0.079% hits. P22694+P31323;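 active = activation above a cutoff set at the mean over all compounds plus 3 SD, cut at about 18% in these data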;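 also: higher means more holoenzyme dissociation and a rise in polarization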
Target sequence (P31323 whole entry, looked up, other chains not shown, the tested form may be a part): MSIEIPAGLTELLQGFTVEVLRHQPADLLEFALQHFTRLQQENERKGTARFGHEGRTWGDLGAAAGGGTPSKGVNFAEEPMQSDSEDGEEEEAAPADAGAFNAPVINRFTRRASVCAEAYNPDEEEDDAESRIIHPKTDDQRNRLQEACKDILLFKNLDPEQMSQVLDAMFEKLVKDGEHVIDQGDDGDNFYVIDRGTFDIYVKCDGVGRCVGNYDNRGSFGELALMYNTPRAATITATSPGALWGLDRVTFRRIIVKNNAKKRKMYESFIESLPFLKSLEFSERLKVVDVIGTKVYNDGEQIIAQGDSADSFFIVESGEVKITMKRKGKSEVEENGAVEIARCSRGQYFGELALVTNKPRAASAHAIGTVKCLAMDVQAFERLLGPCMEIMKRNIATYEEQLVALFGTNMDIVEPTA
Cardiac RTF inh: cardiac RTF calcium desensitization | IANBD-labeled cardiac RTF, Ca2+ fluorescence | P19429+P45379 | 340,000 compounds, 0.12% hits | inhibition, % at 7.15 µM | AID 493244;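 active = inhibition above the mean inhibition of all tested compounds plus 3 SD, cut at about 17% in these data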;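 also: assay run at fixed EC70 calcium of 1.6 mM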
Keap1 Nrf2 FP: Keap1-Nrf2 (human) interaction inhibition. Q14145. Keap1 Kelch-Nrf2 peptide fluorescence polarization, 1536-well. inhibition, % at 9.4 µM. 340,000 compounds, 0.15% hits. AID 504523; in the data active = inhibition above about 12%;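 also: human Keap1 Kelch domain with fluorescein labeled Nrf2 9mer peptide probe; 0% = neutral control wells and 100% = peptide positive control; higher means more block of Keap1 binding to Nrf2 peptide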
Rtt109 Vps75: blocks Candida albicans Rtt109/Vps75 acetyltransferase activity; inhibition, % at 34.9 µM; purified Rtt109/Vps75, ThioGlo CoA-SH fluorescence, 4 h; 330,000 compounds, 0.16% hits; AID 540336; Q5AAJ8;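 active = inhibition of at least 50% in every replicate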
Target sequence (Q5AAJ8 whole entry, looked up): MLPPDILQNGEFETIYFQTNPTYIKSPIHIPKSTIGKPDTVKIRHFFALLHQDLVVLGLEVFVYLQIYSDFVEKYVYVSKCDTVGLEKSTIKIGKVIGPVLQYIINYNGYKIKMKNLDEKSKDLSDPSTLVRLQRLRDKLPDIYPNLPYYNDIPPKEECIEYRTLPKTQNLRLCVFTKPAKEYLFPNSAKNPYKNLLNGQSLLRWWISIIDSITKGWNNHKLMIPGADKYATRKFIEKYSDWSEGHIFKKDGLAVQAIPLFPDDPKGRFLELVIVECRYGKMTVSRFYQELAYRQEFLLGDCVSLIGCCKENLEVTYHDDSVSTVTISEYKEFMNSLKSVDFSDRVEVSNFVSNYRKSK
CAL PDZ FP-2: CAL PDZ (human) peptide binding inhibition; 300,000 compounds, 0.92% hits; inhibition, % at 24.9 µM; Q9HD26; AID 602252; purified CAL PDZ, TMR-peptide fluorescence polarization, 1 h;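 active = mean inhibition of at least 30% with at least half of replicates also reaching 30%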;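 also: 0% = DMSO neutral control and 100% = excess unlabeled competitor peptide PRC23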
cardiac RTF act: increases calcium sensitivity of human cardiac regulated thin filaments | IANBD-labeled TnC RTF fluorescence at EC20 calcium; 0% EC20 calcium, 100% full calcium | 340,000 compounds, 0.24% hits | activation, % at 7.2 µM;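 active = activation above the mean over all tested compounds plus 3 SD, cut at about 30% in these data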;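 also: rise in fluorescence read as greater calcium sensitivity of cardiac thin filaments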
DAGLB inh: blocks human DAGLB lipase activity. 340,000 compounds, 0.059% hits. HEK293T DAGLB membrane lysate, EnzChek fluorogenic substrate. AID 504411. inhibition, % at 5.17 µM. Q8NCG7; in the data active = inhibition above about 34%;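 also: 0% = enzyme with vehicle and 100% = wells lacking enzyme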
Active calls of the source: *; x = not tested or not shown.

#	mol	SR-BI uptake up	LANA DNA inh	CAL PDZ FP-1	PKA-R2B act	Cardiac RTF inh	Keap1 Nrf2 FP	Rtt109 Vps75	CAL PDZ FP-2	cardiac RTF act	DAGLB inh
1	CCOc1ccc(-n2nnc3c(=O)n(CC(=O)NCc4ccco4)cnc32)cc1	18.1	0.5	-2.4	-3.5	0.6	2.6	-5.0	3.2	1.2	-3.5
2	COC(=O)CN(c1ccccc1F)S(=O)(=O)c1ccccc1	-2.9	-2.3	-1.1	-3.3	-4.0	-1.0	4.8	-2.7	-3.3	-1.2
3	Nc1nc(-c2ccc(Cl)cc2)nn1C(=O)c1cccs1	1.5	1.4	17.2	2.0	-8.2	-1.0	-7.3	-3.6	4.2	-3.2
4	CC(=O)c1sc(NC(=O)c2ccco2)nc1-c1ccccc1	17.9	-1.7	-1.8	-2.6	4.1	0.6	12.8	x	-8.6	-4.4
5	CC(=O)Nc1cccc(NC(=O)C2CC(=O)N(CCc3ccc(F)cc3)C2)c1 (centres undefined)	x	0.4	-2.7	-7.1	3.6	-3.3	-8.0	-2.3	3.8	1.2
6	N#CCOc1coc(CN2CCN(c3ccccc3)CC2)cc1=O	13.3	0.2	-4.5	15.4	6.3	-3.5	-5.7	-6.4	-3.6	-6.1
7	COc1ccccc1NC(=O)Cn1ccn(-c2cccc3ccccc23)c(=O)c1=O	-19.3	0.2	-2.0	-4.4	-0.9	-2.8	-5.7	-6.5	0.8	1.9
8	CN1/C(=C\C(=O)COC(=O)c2ccco2)C(C)(C)c2ccccc21	7.7	2.0	-3.3	-10.0	9.5	-1.8	-12.2	-5.4	2.0	-1.5
9	COCCCN(Cc1ccco1)C(=O)Cn1ncc2c(=O)oc3ccc(C)cc3c21	-0.2	-0.3	-2.1	-7.8	-11.0	-5.2	2.0	-0.6	7.8	-1.9
10	COc1ccccc1N1CCN(Cc2ccc(-c3ccccc3[N+](=O)[O-])o2)CC1	-5.2	x	0.2	-2.9	-1.4	-6.5	-2.0	-5.7	2.4	-10.4
11	COc1ccc(CCN2CC(C(=O)NCCc3cccnc3)CCC2=O)cc1 (centres undefined)	4.1	0.6	1.2	-0.1	-6.0	1.5	1.8	-3.1	4.2	-0.9
12	c1ccc(-n2nnnc2N2CCOCC2)cc1	11.9	-2.1	-4.0	-6.2	-9.6	-3.3	7.7	-1.0	1.9	-0.9
13	Cc1cccn2c(=O)c(C=O)c(N3CCCCC3)nc12	5.8	-0.6	0.7	-7.4	-13.3	1.7	12.9	-0.6	-5.4	-0.7
14	COc1cccc(-c2ccc(C#N)c(SCC(=O)NCCc3cccc(Cl)c3)n2)c1	-40.7	0.9	-1.7	1.0	-4.5	-0.5	-9.7	-1.8	-0.8	-1.9
15	CCOc1ccc(C2CC(=O)NC(SCC(=O)OC)=C2C#N)cc1 (centres undefined)	8.5	-0.1	0.0	-5.0	-5.2	-4.9	-0.3	-2.0	-2.2	-1.3
16	COc1cccc2sc3cc(C#CC4(O)CCCCC4)ccc3c(=O)c12	14.7	0.0	-2.7	-0.9	-10.7	2.3	-0.6	-2.1	2.9	8.7
17	O=C(O)c1cc(S(=O)(=O)NCCN2CCNC2=O)ccc1O	14.4	-0.2	1.8	3.2	2.6	2.0	12.0	5.4	-4.6	-2.0
18	Cc1ccc(NC(=O)CSc2nc(N)cc(=O)[nH]2)cc1S(=O)(=O)N1CCOCC1	x	0.2	-0.4	1.7	-10.3	4.7	-6.5	-2.9	3.0	3.3
19	CCCCOc1ccc(-c2nnc(-c3ccncc3)o2)cc1	12.0	0.0	x	-2.8	-7.1	0.5	-4.2	8.0	6.0	-10.1
20	Cc1ccc(C)n1/N=C1/NC(=O)CS1	6.8	87.4*	-2.3	-6.7	10.3	-0.2	18.0	1.1	-15.8	4.7
21	CN(Cc1nc(-c2ccncc2)no1)S(=O)(=O)c1ccc(Br)cc1	-5.2	-0.3	-1.2	8.4	-1.3	0.6	-32.9	-1.2	1.7	-0.1
22	O=C(CC1C(=O)NCCN1Cc1ccccc1C(F)(F)F)NC1CCCCC1 (centres undefined)	0.6	0.0	-2.1	-16.3	-9.6	-3.8	21.3	-2.8	4.7	-0.7
23	COc1ccccc1N1Cc2ccc(OC)c(OC)c2C1=O	-1.9	-1.1	0.4	5.3	-5.0	-5.7	2.9	2.5	-0.2	-3.6
24	CCn1c(N)c(C(=O)NCCOC)sc1=S	14.7	-2.2	-1.2	-1.5	-6.7	-1.7	4.7	-4.6	6.2	-2.5
25	O=C(O)CSc1nnc(-c2ccncc2)n1CCc1ccccc1	1.4	-0.1	-0.5	-2.7	-7.5	4.3	-4.1	-6.2	0.5	1.9

Limited to CAL PDZ FP-2, cardiac RTF act and Keap1 Nrf2 FP (two entries from above):
no.	compound	CAL PDZ FP-2	cardiac RTF act	Keap1 Nrf2 FP
18	Cc1ccc(NC(=O)CSc2nc(N)cc(=O)[nH]2)cc1S(=O)(=O)N1CCOCC1	-2.9	3.0	4.7
23	COc1ccccc1N1Cc2ccc(OC)c(OC)c2C1=O	2.5	-0.2	-5.7

Going on with the list:
#	mol	SR-BI uptake up	LANA DNA inh	CAL PDZ FP-1	PKA-R2B act	Cardiac RTF inh	Keap1 Nrf2 FP	Rtt109 Vps75	CAL PDZ FP-2	cardiac RTF act	DAGLB inh
26	Cc1nnsc1NC(=O)OCC(C)(C)C	x	2.1	-2.2	-3.2	2.2	-3.2	-0.9	5.7	9.6	-4.0
27	N#Cc1cc([N+](=O)[O-])ccc1N1CCN(c2ccccc2O)CC1	-27.2	-2.5	0.2	2.8	-3.0	-8.3	-2.1	-2.9	4.2	-3.6
28	O=C(NNC(=O)c1ccccc1F)c1ccc(S(=O)(=O)N2CCCCC2)cc1	-7.9	-2.1	-0.2	0.7	-4.4	4.2	-8.8	-3.7	-0.1	0.6
29	O=C(Nc1cc(S(=O)(=O)N2CCOCC2)ccc1Cl)c1ccncc1	-26.1	-1.5	-0.4	-1.7	3.6	-4.1	0.6	x	-3.0	-3.3
30	CCn1c(=O)cc(SCC(=O)NCc2cccnc2)c2ccccc21	16.1	-0.2	0.3	5.2	-7.2	-2.3	-4.3	x	0.4	-2.0
31	CC(=O)Nc1ccc(CN(C)CC2CCCN(CCc3cccc(C(F)(F)F)c3)C2)cc1 (centres undefined)	13.4	-1.5	0.1	-15.3	-8.2	1.8	12.1	x	-0.8	-1.6
32	Cc1cccc(C)c1NC(=O)c1cnccn1	-2.1	8.2	-0.7	-9.5	-3.4	1.5	4.0	-1.3	-7.0	1.8
33	CCCNC(=O)c1cc(S(=O)(=O)N2CCCCC2)c[nH]1	0.3	0.0	-0.5	5.3	-2.2	1.2	-2.9	x	-0.9	0.5
34	O=C(NCCCN1CCOCC1)c1cc(-c2ccc(Cl)cc2)on1	17.2	0.3	-2.6	6.3	-8.6	1.5	1.0	x	-5.2	2.5
35	Nc1nc(SCc2nc(-c3ccccc3)no2)[nH]c(=O)c1-c1ccccc1	13.8	0.3	x	-0.9	-10.8	-2.7	13.5	5.2	1.5	1.5
36	CC(=O)c1ccc(S(=O)(=O)N2CCN(C(=O)CSc3ccc(C)c(C)c3)CC2)cc1	x	-0.6	-2.8	1.4	-4.3	-2.0	4.1	-4.7	-2.4	3.0
37	CCOC(=O)c1cccc(NC(=O)CSc2nnc(C3CCCCC3)n2C)c1	-0.5	1.2	-1.2	5.5	-11.5	-0.9	8.5	-0.1	-0.9	-3.6
38	S=c1nc(Cc2ccccc2)[nH]c2ccccc12	11.1	-2.2	0.2	-13.9	-2.8	-6.2	13.4	-6.2	-0.3	-2.2
39	CNC(=O)COC(=O)c1cc(-c2ccccc2)nn1-c1ccccc1	-3.4	0.6	1.3	-5.0	-3.9	-2.7	0.3	-4.0	-3.7	-0.4
40	CC(=O)c1c(O)cc(=O)n(-c2ccccc2)c1-c1ccc(C)cc1	19.3	0.8	-2.4	-1.2	-10.1	-5.9	6.3	-4.5	0.0	-7.3
41	CCc1ccccc1NC(=O)C1COc2ccccc2O1 (centres undefined)	16.2	2.6	0.1	-12.6	-1.2	0.6	-6.1	17.5	-4.6	-8.5
42	O=C(c1ccccc1)C(Cn1cncn1)C(Sc1ccccc1)c1ccccc1 (centres undefined)	6.1	1.0	0.9	-7.4	-1.3	5.0	-3.7	-5.7	-3.1	-1.6
43	O=C1CC[C@@H]2CC(N3CCN(c4ccccc4)CC3)C[C@@H]3CCN1[C@H]23 (some centres undefined)	9.0	0.4	-0.4	-1.0	-13.4	-3.4	-2.2	-1.8	4.3	1.4
44	COC(=O)c1cccc(NC(=O)/C=C/c2ccc([N+](=O)[O-])cc2)c1	-11.2	2.7	0.0	-6.0	0.0	0.3	3.5	-2.2	-0.6	1.8
45	O=C(O)CSCC(=O)N(c1ccccc1)c1ccccc1	-10.6	-0.4	-2.0	-0.3	-8.4	-14.8	0.0	-12.7	3.5	-3.3
46	COc1cc2c(cc1OC)C(C)N(C(=O)c1cc(C)on1)CC2 (centres undefined)	8.4	-1.3	-1.4	2.3	1.2	-2.5	0.1	-2.8	-4.4	0.9
47	Cn1c(Cc2cccc3ccccc23)nnc1SCc1ccc([N+](=O)[O-])cc1	-38.0	-2.3	-2.3	-3.9	4.3	-0.9	3.9	-0.4	-3.1	-3.0
48	CCOC(=O)C1CCCN(C(=O)/C=C/c2ccc(OC)cc2)C1 (centres undefined)	6.9	1.7	-1.9	7.5	4.0	-3.2	x	-1.2	1.2	3.2
